CHRM4 PAM: CHRM4 positive allosteric modulation; CHO-K1 hM4/Gqi5, Fluo-8 calcium fluorescence, ACh EC20; 0% = ACh EC20, 100% = maximal ACh; activation, % at 3 µM; hit rate 0.4% among 360,000;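 active = activation above its plate's cutoff, the mean activation of sample wells plus 3 SD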; note: some results filed as inactive read as strong as hits
Target sequence (P08173 whole entry, looked up): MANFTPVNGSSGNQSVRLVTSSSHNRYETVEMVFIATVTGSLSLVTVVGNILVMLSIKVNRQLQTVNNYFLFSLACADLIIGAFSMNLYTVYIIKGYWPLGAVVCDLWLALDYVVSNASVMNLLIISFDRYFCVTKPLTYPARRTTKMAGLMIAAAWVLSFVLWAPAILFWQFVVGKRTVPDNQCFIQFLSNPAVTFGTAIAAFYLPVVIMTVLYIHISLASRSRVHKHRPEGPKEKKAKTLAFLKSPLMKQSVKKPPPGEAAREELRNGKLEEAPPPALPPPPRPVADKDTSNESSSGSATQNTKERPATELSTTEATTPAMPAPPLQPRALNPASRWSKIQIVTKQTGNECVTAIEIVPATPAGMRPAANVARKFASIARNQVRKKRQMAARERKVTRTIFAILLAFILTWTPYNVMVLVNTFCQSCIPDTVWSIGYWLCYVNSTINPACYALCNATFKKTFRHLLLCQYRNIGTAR
M5 ag: CHRM5 agonism in calcium assay; activation, % at 3 µM; hit rate 0.19% among 360,000; CHO-K1 hM5 cells, Fluo-8 calcium fluorescence; 0% DMSO wells, 100% maximal acetylcholine response; AID 624037; P08912;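 active = activation above the run's mean over test compounds plus 3 SD, cut at about 23% in these data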;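 note: signal is peak over basal fluorescence ratio across the kinetic read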
CHRM4 agonist: agonists of human muscarinic M4 receptor (CHRM4); hit rate 0.14% among 360,000; CHO-K1 hM4/Gqi5, Fluo-8 calcium fluorescence; vehicle 0%, full acetylcholine response 100%; activation, % at 3 µM;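 active = activation above the run mean over all test wells plus 3 SD, cut at about 32% in these data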;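 note: peak over basal fluorescence ratio per well then scaled between controls; 0% = DMSO wells and 100% = acetylcholine at EC100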
M5 antag: blocks acetylcholine activation of human M5 receptor | CHO-hM5 cells, Fluo-8 calcium fluorescence, ACh EC80 | inhibition, % at 3 µM | hit rate 0.59% among 360,000;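 active = inhibition above a per-plate cutoff, the mean of that plate's test compounds plus 3 SD, cut at about 27% in these data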;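 note: 0% = acetylcholine EC80 with DMSO and 100% = DMSO without agonist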
M1 antag: blocks human M1 muscarinic receptor; CHO-K1 hM1, Fluo-8 calcium fluorescence, ACh EC80 antagonist; inhibition, % at 3 µM; hit rate 1.3% among 360,000;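 active = percent inhibition above its own plate's cutoff, namely the mean of that plate's compound wells plus 3 SD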;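 note: peak over basal fluorescence ratio during 140 s after agonist addition; 0% = ACh EC80 plus DMSO and 100% = DMSO alone without agonist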
Target sequence (P11229 whole entry, looked up): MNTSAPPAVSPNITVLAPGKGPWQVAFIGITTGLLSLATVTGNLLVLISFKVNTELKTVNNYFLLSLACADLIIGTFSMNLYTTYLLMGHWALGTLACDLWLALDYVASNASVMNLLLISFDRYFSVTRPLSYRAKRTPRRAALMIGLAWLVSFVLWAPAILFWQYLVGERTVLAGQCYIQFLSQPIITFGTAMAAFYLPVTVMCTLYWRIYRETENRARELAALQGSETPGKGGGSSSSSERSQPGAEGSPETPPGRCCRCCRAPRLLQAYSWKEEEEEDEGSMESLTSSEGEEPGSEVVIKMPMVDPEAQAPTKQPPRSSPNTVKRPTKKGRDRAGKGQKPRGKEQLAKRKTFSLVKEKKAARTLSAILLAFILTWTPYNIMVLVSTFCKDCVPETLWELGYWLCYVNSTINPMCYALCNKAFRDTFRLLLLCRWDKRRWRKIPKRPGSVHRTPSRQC
M5 PAM: positive allosteric modulators of human muscarinic M5 receptor. AID 624038. CHO-K1 hM5, Fluo-8 calcium, ACh EC20 PAM; 0% = ACh EC20, 100% = ACh EC100. activation, % at 3 µM. P08912. hit rate 0.3% among 360,000;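 active = activation above the run cutoff, the mean activation of all test compounds plus 3 SD, cut at about 18% in these data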
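system = human M5 receptor in CHO-K1 cells | compound = one concentration, 3 µM final (nominal) | schedule = Post-acetylcholine fluorescence recording 140 s | signal = Fluo-8 calcium dye fluorescence, kinetic read | benchmarks = low control EC20 acetylcholine (0%), high control EC100 acetylcholine (100%) | repeats = singlicate, one well per test compound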
CHRM4 antagonist: blocks acetylcholine activation of human M4 receptor; P08173; CHO-hM4 cells, ACh EC80, Fluo-8 calcium fluorescence; inhibition, % at 3 µM; hit rate 0.73% among 360,000; AID 624125;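 active = inhibition above its plate's cutoff, the mean inhibition of sample wells plus 3 SD, cut at about 27% in these data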;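 note: 0% = acetylcholine EC80 with DMSO and 100% = DMSO without agonist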
M1 PAM: human CHRM1 positive allosteric modulation; CHO-K1 hM1, Fluo-8 calcium fluorescence, ACh EC20; 0% = ACh EC20, 100% = maximal ACh; P11229; hit rate 0.088% among 360,000; activation, % at 3 µM; in the data active = activation above about 19%, passing the limit was not always enough
CRFBP-R2 agonist: CRF-BP/CRF-R2 complex agonism | hit rate 0.46% among 350,000 | AID 588473 | HEK293 CRF-R2/CRF-BP, calcium dye fluorescence (FLIPR); percent of saturating CRF peptide response | activation, % at 13.2 µM;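 active = activation of at least 50%, plus an integration ratio under a set limit after plate pattern correction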;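 note: plate controls were neutral control wells without compound for no effect and CRF at EC100 for full effect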
An asterisk follows results filed as active; · = no result given. No enrichment for hits; overall some 2.8% were active at least once.

SMILES | CHRM4 PAM | M5 ag | CHRM4 agonist | M5 antag | M1 antag | M5 PAM | CHRM4 antagonist | M1 PAM | CRFBP-R2 agonist
Cc1nc2ccccc2n1Cc1ccc(Cl)cc1 | -13 | 8 | 13 | 22 | 21 | -14 | 21 | -18 | 0.7
COc1ccccc1-c1cccc2nccn12 | 5 | -2 | 2 | 2 | -17 | -1 | -19 | 10 | ·
CCn1c(C)nc2cc(C(=O)NNC(=S)NC(=O)c3ccccc3)ccc21 | 7 | 4 | 1 | 2 | -19 | 6 | -2 | 10 | 1.4
O=C(O)c1ccc(-c2ccccc2)[nH]c1=O | 11 | 1 | 0 | 3 | -12 | 4 | -2 | 7 | -3.0
O=C(NCc1ccncc1)C12CC3CC(CC(C3)C1)C2 | 3 | -1 | 0 | -2 | -6 | 4 | -2 | 5 | -0.5
CC1(C(=O)NCc2cccs2)CCN1C(=O)Cc1cccc2ccccc12 (centres undefined) | 4 | 0 | 4 | -3 | -11 | 0 | -14 | 8 | ·
CCSc1nnc(Nc2ccc(C)cc2)s1 | 12 | -2 | -3 | 1 | -2 | 4 | -9 | 4 | -0.9
Cc1nnn(C23CC4CC(CC(CC(=O)Nc5ccc(C)c(Cl)c5)(C4)C2)C3)n1 | 10 | -2 | 3 | -1 | 1 | -8 | -19 | -6 | 3.1
Cc1ccnc(NS(=O)(=O)c2ccc(NC(=O)CN3C(=O)c4ccccc4S3(=O)=O)cc2)n1 | 1 | 2 | 0 | 5 | -5 | 0 | 4 | -2 | 0.2
CCOC(=O)C1CNc2cc(S(=O)(=O)CC)ccc2O1 (centres undefined) | 5 | -1 | 1 | -5 | -1 | 10 | -33 | -1 | -1.1
N#Cc1ccccc1S(=O)(=O)N1CCN(CC(=O)Nc2ccnn2C2CCCC2)CC1 | 8 | 8 | 4 | -4 | -13 | -3 | 0 | 9 | 0.6
CCn1cc([N+](=O)[O-])nc1C | -2 | 1 | 0 | -4 | -5 | 0 | 9 | 4 | 0.6
COC(=O)c1ccc(/C=N/NC(=O)c2ccc3nc[nH]c3c2)cc1 | -4 | 0 | 9 | 2 | 15 | -4 | 10 | -6 | -0.7
CCc1ccc(N2C(=O)CC(N3CCN(c4ccccn4)CC3)C2=O)cc1 (centres undefined) | -5 | -3 | 0 | 7 | -2 | 0 | -17 | 0 | -0.8
CNc1nc(N)nc(OC(C(F)(F)F)C(F)(F)F)n1 | -1 | 3 | 0 | -1 | -7 | 1 | 7 | 7 | -1.1
Cc1ccc(S(=O)(=O)c2c(N)n(NC(=O)c3ccco3)c3nc4ccccc4nc23)cc1 | 5 | 2 | 3 | 0 | -3 | -3 | -1 | 4 | 0.4
CS(=O)(=O)N(CC(=O)N1CCc2ccccc2C1)c1ccccc1F | 4 | -3 | 3 | -15 | -11 | 8 | -13 | 7 | 0.4
COc1ccc(NC(=S)N2CCN(CCN3C(=O)c4cccc5cccc(c45)C3=O)CC2)cc1 | -3 | -4 | 0 | 3 | -10 | 12 | 8 | 10 | 0.7
COc1cccc(S(=O)(=O)Nc2cccc(C(=O)N3CCOCC3)c2)c1 | -17 | -5 | 1 | -3 | 54* | -17 | 36* | -21 | 0.0
Cc1cccc(-c2nnc(SCC(=O)Nc3nc4c(s3)CCCC4)n2C)c1 | -9 | -7 | 3 | 4 | -19 | -5 | -2 | -2 | -0.7

The closing two entries of the section before lead into the next:
SMILES | CHRM4 PAM | M5 ag | CHRM4 agonist | M5 antag | M1 antag | M5 PAM | CHRM4 antagonist | M1 PAM | CRFBP-R2 agonist
COc1cccc(S(=O)(=O)Nc2cccc(C(=O)N3CCOCC3)c2)c1 | -17 | -5 | 1 | -3 | 54* | -17 | 36* | -21 | 0.0
Cc1cccc(-c2nnc(SCC(=O)Nc3nc4c(s3)CCCC4)n2C)c1 | -9 | -7 | 3 | 4 | -19 | -5 | -2 | -2 | -0.7
O=C(CC1C(=O)NCCN1Cc1ccc(-c2ccccc2)cc1)NCCOc1cccnc1 (centres undefined) | -6 | -4 | 1 | 7 | 12 | -4 | 7 | -10 | 3.2
COc1cc(NC(=S)Nc2cccc(Cl)c2Cl)c(OC)cc1Cl | 1 | -4 | 0 | -2 | -13 | -2 | 1 | 4 | 0.1
Cc1ccc(CCC(=O)Nc2ccc(S(N)(=O)=O)cc2)o1 | 5 | -3 | 0 | 2 | -5 | -2 | -4 | 1 | -0.4
O=C(Nc1cccc(-n2cccn2)c1)C1CCCN(Cc2cccc(F)c2F)C1 (centres undefined) | -1 | -6 | 9 | 12 | 0 | -5 | -18 | -5 | 0.3
COc1ccc(Cl)cc1CSc1n[nH]c(C)n1 | 5 | 0 | 1 | 0 | -11 | 2 | -6 | 13 | 2.7
Cc1cc(Br)c(NC(=O)CCNC(=O)OCc2ccccc2)cc1C | 6 | 0 | 1 | 4 | -6 | -2 | -8 | 10 | -0.8
CCOC(=O)N1CCC(NC(=O)Cn2nc(-c3ccccc3)ccc2=O)CC1 | 5 | 3 | 2 | 4 | -11 | 6 | 0 | 14 | 0.9
CC(=O)c1ccc(OCCCC(=O)NCCc2ccccc2)cc1 | -6 | 0 | 2 | 9 | 5 | -2 | 3 | 0 | -0.2
O=C(Nc1cccc(O)c1)c1ccccc1 | 8 | -1 | 1 | 2 | -2 | -5 | 4 | 1 | -5.0
CCN(C[C@H]1N[C@@](C)(C(=O)OC)[C@H]2C(=O)N(C)C(=O)[C@@H]12)C(=O)COC | -2 | 1 | 0 | -2 | 5 | -1 | -11 | -3 | 0.6
O=C(N[C@H]1/C=C\[C@@H](O)CCCC1)OCc1ccccc1 | 2 | -1 | 1 | -1 | -20 | 1 | -12 | 13 | 2.8
C[C@@H]1CN([C@H](C)CO)C(=O)c2cc(C#C[C@@H](C)O)cnc2O[C@H]1CN(C)C(=O)c1ccc(F)cc1 | 7 | 1 | 1 | -3 | 10 | 4 | 0 | -3 | -1.0
CN(C)C(=C(C#N)C#N)N1CCN(c2ccc(Cl)cc2)CC1 | -14 | 2 | 13 | 13 | 7 | -17 | 11 | -17 | 1.4
CCOC(=O)C(=O)N1c2ccccc2C(N(C(=O)C(=O)OCC)c2ccccc2)CC1C (centres undefined) | -13 | 1 | 0 | 7 | -5 | 4 | -4 | 0 | -3.9
CCC1CCCCN1C(=O)c1ccc2c(c1)C(=O)N(c1ccc(C)cc1)C2=O (centres undefined) | 4 | -1 | 2 | -4 | -13 | 4 | -2 | 15 | 0.8
O=C(CN1CCCC1)Nc1cc(C(F)(F)F)ccc1Cl | -7 | 2 | 0 | 10 | 3 | -3 | 9 | 1 | 0.1
CN(C)CCCN1C(=O)c2oc3ccc(F)cc3c(=O)c2C1c1cccnc1 (centres undefined) | -2 | 1 | 0 | 3 | -5 | -8 | -6 | 3 | 1.1
O=c1cc(NCCc2ccccc2)c2ccccc2o1 | -14 | 4 | 16 | 5 | 8 | -7 | 3 | -2 | -5.7
O=C(N/N=C/c1coc2ccccc2c1=O)c1cn(-c2ccccc2)nc1-c1ccccc1 | 1 | -3 | 3 | -1 | -13 | 0 | -18 | 6 | -2.2
Cc1onc(-c2ccccc2)c1CNC(=O)Nc1ccc(C(F)(F)F)cc1 | -13 | 3 | 13 | 38* | 32 | -24 | 10 | -17 | 5.8

M1 antag: hit marks shown above.
SMILES | CHRM4 PAM | M5 ag | CHRM4 agonist | M5 antag | M1 antag | M5 PAM | CHRM4 antagonist | M1 PAM | CRFBP-R2 agonist
COc1cccc(S(=O)(=O)Nc2cccc(C(=O)N3CCOCC3)c2)c1 | -17 | -5 | 1 | -3 | 54* | -17 | 36* | -21 | 0.0

An excerpt of these results, with each value named:
compound: CCOC(=O)C(=O)N1c2ccccc2C(N(C(=O)C(=O)OCC)c2ccccc2)CC1C (centres undefined)
  CHRM4 PAM: -13; M5 ag: 1; CHRM4 agonist: 0; M5 antag: 7; M1 antag: -5; M5 PAM: 4; CHRM4 antagonist: -4; M1 PAM: 0; CRFBP-R2 agonist: -3.9

compound: CCC1CCCCN1C(=O)c1ccc2c(c1)C(=O)N(c1ccc(C)cc1)C2=O (centres undefined)
  CHRM4 PAM: 4; M5 ag: -1; CHRM4 agonist: 2; M5 antag: -4; M1 antag: -13; M5 PAM: 4; CHRM4 antagonist: -2; M1 PAM: 15; CRFBP-R2 agonist: 0.8

The list continues.
SMILES | CHRM4 PAM | M5 ag | CHRM4 agonist | M5 antag | M1 antag | M5 PAM | CHRM4 antagonist | M1 PAM | CRFBP-R2 agonist
CCOC(=O)C1=CNS(=O)(=O)NC1c1ccc(Br)cc1F (centres undefined) | 1 | 0 | 0 | 6 | 12 | 1 | 1 | -5 | 0.2
COc1ccccc1CN1CC(C(=O)NCc2ccc(N3CCCC3=O)cc2)CCC1=O (centres undefined) | -3 | -5 | 0 | 18 | -8 | -7 | 5 | 4 | -0.9
O=C(O)CC(c1ccc(Cl)cc1)N1C(=O)CCC1=O (centres undefined) | 12 | -1 | 1 | -9 | 0 | 4 | 1 | 6 | 0.2
O=C(Nc1ccc(N2CCOCC2)cc1)c1cccc(S(=O)(=O)N2CCCCC2)c1 | 5 | -5 | 2 | 7 | -25 | -4 | -4 | -7 | -0.8
COc1ccc(-c2cnnc(N/N=C/c3ccc(C)o3)n2)cc1 | 9 | -2 | 1 | 8 | 2 | 7 | -4 | -4 | -0.1
Cc1[nH]c2ccccc2c1C(=O)C(=O)N1CCN(c2cccc(Cl)c2)CC1 | -2 | 1 | 9 | -4 | 5 | 1 | -8 | 5 | 0.3
COc1cccc(-c2nnc(-c3ccc(C(F)(F)F)cc3)o2)c1 | 0 | -3 | 0 | -3 | 4 | 3 | -7 | 3 | 3.8
COc1ccccc1/C=N/NC(=S)Nc1cccnc1 | -13 | 2 | 16 | 15 | 11 | -18 | -4 | -13 | -0.7
COc1cc(CNc2ccc3[nH]c(=O)[nH]c3c2)ccc1OCc1ccc(C)cc1 | 8 | -4 | 2 | 1 | -14 | 0 | 1 | 10 | -3.7
Cc1ccc(S(=O)(=O)N2CCCCC2)cc1C(=O)N1C(C)CCCC1C (centres undefined) | -1 | 6 | 1 | 4 | -12 | -11 | -2 | 10 | -2.3
CCOC(=O)c1cnc(SC)nc1NCCOC | -3 | -9 | 1 | -6 | -11 | 4 | -4 | 11 | 0.1
C(=NN=C1c2ccccc2-c2ccccc21)c1ccc2c(c1)OCO2 | 9 | 2 | 0 | 10 | -7 | -3 | -6 | 4 | -4.2
CCC(=O)Nc1nnc(SCc2cccc(F)c2)s1 | 12 | -1 | 3 | -11 | 4 | 13 | -9 | 7 | 5.9
Cc1ccc2nc(-c3ccc(NC(=O)CN(c4ccccc4C)S(C)(=O)=O)cc3)sc2c1 | 0 | -1 | 6 | 6 | 3 | -1 | 12 | 2 | 0.1

Part of the list above in order of formula weight, highest first:
SMILES | CHRM4 PAM | M5 ag | CHRM4 agonist | M5 antag | M1 antag | M5 PAM | CHRM4 antagonist | M1 PAM | CRFBP-R2 agonist
Cc1ccc(S(=O)(=O)N2CCCCC2)cc1C(=O)N1C(C)CCCC1C (centres undefined) | -1 | 6 | 1 | 4 | -12 | -11 | -2 | 10 | -2.3
COc1ccccc1/C=N/NC(=S)Nc1cccnc1 | -13 | 2 | 16 | 15 | 11 | -18 | -4 | -13 | -0.7
O=C(O)CC(c1ccc(Cl)cc1)N1C(=O)CCC1=O (centres undefined) | 12 | -1 | 1 | -9 | 0 | 4 | 1 | 6 | 0.2
